# Screening data as filed in PubChem.
# Xi reactivation: activators of inactive X chromosome reactivation, primary screen, imaging, XiGFP fibroblasts, GFP high-content imaging, set 2; XiGFP mouse fibroblasts, % GFP-positive cells imaging, 3 d; cells co-treated with 5-aza-dC sensitizer; scaled so ellipticine positive control = 100%; activation, % at 7.58 µM; hit rate 0.055% among 360,000; AID 743238, 2013;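 active means mean normalized replicate activation at least 10% and every replicate at or above 10%; inconclusive means only one of the two criteria met; inactive means mean below 10% and not all replicates reach 10%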;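 further: 0% = median of on-plate neutral control wells and 100% = ellipticine 6 µM median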
#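 Material: SV40-immortalized XiGFP fibroblast cells, line 68-5-11 | Buffer or medium: DMEM containing 5-aza-dC | Dosing: One concentration, pinned | Times: 3 d treatment, 15 min room-temperature fixation | Controls: Ellipticine 6 µM positive control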
# DENV2 CPE: inhibitors of DENV2 cytopathic effect, primary screen, cell-based, plate reader, single concentration; hit rate 1.7% among 350,000; DENV2-infected cells, cytopathic effect rescue; AID 651640, 2012; CPE inhibition, % at 9.99 µM; in the data active means CPE inhibition above about 20%, passing the limit was not always enough; inconclusive means no clear call, values can overlap the other calls; tested in BHK-21 cells;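 further: 0% = median of neutral control wells and 100% = median of positive control wells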
# CASP6 VEID inh: human caspase-6 inhibitors, primary screen, biochemical, VEID-R110 fluorescence, single point, set 2 | AID 686996, 2013 | purified caspase-6, Z-VEID-R110 cleavage fluorescence | inhibition, % at 12.5 µM | hit rate 0.53% among 350,000 | P55212;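 active means mean inhibition across replicates at least about 35%, with every replicate also reaching that limit, limit read from the data; inconclusive means only one of the two criteria met; inactive means neither criterion met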;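 further: 0% = median of neutral control wells and 100% = no fluorescence left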
# Target sequence (P55212 24-179 limits assumed): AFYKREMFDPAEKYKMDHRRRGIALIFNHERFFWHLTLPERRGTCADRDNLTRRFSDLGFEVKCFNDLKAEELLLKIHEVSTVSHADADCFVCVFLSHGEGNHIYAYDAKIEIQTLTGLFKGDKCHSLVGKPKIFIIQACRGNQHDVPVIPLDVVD
# Target sequence (P55212 194-293 limits assumed): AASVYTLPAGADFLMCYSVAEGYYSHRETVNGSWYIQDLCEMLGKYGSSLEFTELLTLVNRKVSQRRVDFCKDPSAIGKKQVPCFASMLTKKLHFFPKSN
# RAD54 inh: inhibitors of human RAD54 branch migration, primary screen, biochemical, fluorescence, single point; RAD54 Holliday junction branch migration, FAM/BHQ fluorescence; inhibition, % at 10.4 µM; hit rate 0.14% among 360,000; AID 602329, 2012;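 active means mean normalized replicate activity at least 40 and at least half of replicates scoring 40 or more; inconclusive means only one of the two criteria met; inactive means mean below 40 and under half of replicates reaching 40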;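 further: 0% = median of neutral control wells and 100% = median of positive control wells; inhibitors cause a drop in the FAM fluorescence signal; in these data hits start at about 50%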
# E-selectin induc: E-selectin induction in HUVECs, primary screen, imaging, HUVEC, immunofluorescence imaging, single point; normalized: neutral wells 0, TNF-alpha wells 100; P16581; hit rate 0.37% among 260,000; activation, % at 7.58 µM;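 active means mean E-selectin-positive cell signal at least 10% of the positive control, reached in at least 60% of replicates, without over 20% cell loss; inconclusive means no rule given, readout overlaps actives, possibly toxicity-flagged; inactive means the rest, including those meeting only one limit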;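 further: in these data hits start at about 27%; measured in HUVEC primary endothelial cells; signal is the percent of cells scored E-selectin positive by PE staining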
# Target sequence (P16581 whole entry, looked up): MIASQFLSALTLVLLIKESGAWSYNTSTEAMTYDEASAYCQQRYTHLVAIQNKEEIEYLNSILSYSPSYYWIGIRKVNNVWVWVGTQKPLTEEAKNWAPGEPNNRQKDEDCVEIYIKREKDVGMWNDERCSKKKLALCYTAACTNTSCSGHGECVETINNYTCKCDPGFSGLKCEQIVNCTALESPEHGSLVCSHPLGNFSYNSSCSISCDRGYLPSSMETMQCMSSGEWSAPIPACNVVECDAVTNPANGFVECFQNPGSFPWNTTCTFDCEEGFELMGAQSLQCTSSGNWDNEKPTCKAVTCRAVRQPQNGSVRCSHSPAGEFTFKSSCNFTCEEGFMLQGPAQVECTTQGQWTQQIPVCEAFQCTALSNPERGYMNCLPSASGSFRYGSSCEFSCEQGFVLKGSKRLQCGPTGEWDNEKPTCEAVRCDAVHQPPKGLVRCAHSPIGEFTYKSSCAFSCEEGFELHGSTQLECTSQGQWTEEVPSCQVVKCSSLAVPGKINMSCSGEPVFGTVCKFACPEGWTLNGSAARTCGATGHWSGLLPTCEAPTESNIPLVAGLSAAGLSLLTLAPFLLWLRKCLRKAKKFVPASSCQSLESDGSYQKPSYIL
#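 assay system = HUVEC, human umbilical vein endothelial cells | input = 3,000 HUVEC seeded per well | medium = EGM-2 growth medium on 0.1% gelatin-coated wells | dosing = one compound dose added by pin transfer | signal = immunofluorescence imaging | read-out basis = % PE-positive cells | control set = TNF-alpha, DMSO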
# CFTR F508del cor: F508del CFTR correction, initial screen, CFBE line, single point. AID 720511, 2013. activity (quench increase), % at 7.58 µM. CFBE cells, YFP halide quenching; stimulated with forskolin plus potentiator P3; % fluorescence drop versus neutral controls. hit rate 0.36% among 350,000;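 active means mean added fluorescence quench of at least 8% versus neutral control, with both replicates also reaching 8%; inconclusive means only one of the mean or replicate conditions met; inactive means mean below 8% and not both replicates reaching 8%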;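 further: cells transiently co-express mutant CFTR-F508del with the halide-sensitive YFP; corrector assay measuring rescue of mutant channel to the surface after 24 h compound exposure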
# INS-1E GSIS act: GLuc luminescence reporter in INS-1E cells, primary screen for activators of glucose-dependent secretion of insulin; INS-1E GLuc reporter insulin secretion, 2-3 h; activation, % at 16.6 µM; hit rate 0.61% among 370,000; AID 743287, 2014;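 active means lowest replicate activation of at least 40%, so every replicate reaches that level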;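 further: 0% = median of neutral control wells and 100% = median of IBMX positive control wells; some compounds called inactive have numbers as strong as hits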
# RAD52 anneal inh: RAD52 DNA annealing inhibitors, primary screen, biochemical, FRET, single point, set 2 | recombinant RAD52 DNA annealing, FRET fluorescence | inhibition, % at 18.7 µM | hit rate 0.46% among 360,000;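 active means every replicate showing at least 50% inhibition; inconclusive means mean inhibition at least 50% but not in every replicate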
# * hit, by the source's call; ? = inconclusive; . = no result given; & = joins results of further samples.
SMILES,Xi reactivation,DENV2 CPE,CASP6 VEID inh,RAD54 inh,E-selectin induc,CFTR F508del cor,INS-1E GSIS act,RAD52 anneal inh
O=C(Nc1ccc2c(c1)[C@@H]1C[C@H](CC(=O)N3CCCCC3)O[C@@H](CO)[C@@H]1O2)c1ccc2c(c1)OCO2,0.0,1,-3,4,-0.1,0.4,-14,-10
Cc1ccc(OCc2cc(C(=O)NC3CCCCC3)no2)cn1,0.0,12,1,0,.,2.9,-17,-10
CCOC(=O)c1nn(-c2ccccc2)c2nnc(Cc3ccc(C)cc3)c(=O)n12,0.0,1,5,1,.,.,-6,-9
C[C@H](CO)N1C[C@H](C)[C@H](CN(C)Cc2ccncc2)Oc2c(NS(=O)(=O)c3ccc(F)cc3)cccc2C1=O,0.0,6,2,10,0.1,-6.3,21,0
CNC(=S)NNC(=O)c1cc(-c2cccnc2)nc2ccccc12,0.2,-10,-1,-2,-0.2,0.0,12,-4
O=C(NCCS(=O)(=O)N1CCN(c2cccc(Cl)c2)CC1)C1CCCC1,0.0,-4,-1,-2,0.2,-2.1,-7,-1
C#CCOCCOCCOCCNc1nc(N2CCN(C(=O)[C@H](CCCCN)n3cc([C@@H](N)C(C)CC)nn3)CC2)nc(N2CCN(C(=O)[C@H](Cc3ccc(O)cc3)n3cc([C@@H](N)CC(C)C)nn3)CC2)n1 (stereo partly drawn),0.0,-1,-187,20,-0.1,-2.3,16,92*
CCc1ccc(N(C(=O)c2snc(C(N)=O)c2N)C(C(=O)NC2CCCC2)c2ccncc2)cc1 (stereo not drawn),0.0,-5,-2,4,.,0.3,2,2
C/C=C/c1ccc([C@@H]2[C@H](CO)N(C(=O)Cc3ccncc3)[C@H]2CNC(C)=O)cc1,0.2,31*,.,-5,-0.1,-4.0,11,.
COc1ccc(CCNS(=O)(=O)c2ccc(Br)cc2)cc1,0.1,0,-2,0,.,3.8,1,-3
CCC(C)[C@H](NC(=O)[C@@H]1Cc2ccccc2CN1)C(=O)Nc1ccc2c(c1)OCO2 (stereo partly drawn),0.1,-1,9,-5,.,-1.8,-8,-12
Cc1sc(NC(=O)CN2CCCC2)nc1-c1ccc2c(c1)CCN2C(=O)c1ccc(F)cc1,0.0,15,1,14,.,2.3,7,3
CCCCc1c(-c2ccccc2OC)ncn1CCc1ccccc1,0.2,-7,6,.,0.0,3.0,46*,11
O=C(O)c1ccc(N2C(=O)CC(N3C(=O)/C(=C/c4ccc(Cl)cc4)SC3=S)C2=O)cc1 (stereo not drawn),-0.1,11,22,-1,0.0,-1.7,.,-18
CCOc1c(CNCCCSc2nc(C)cc(C)n2)cccc1OC,0.0,4,-2,-12,.,-10,10,-32
COc1ccc(CN2C(=O)c3cccnc3C2=O)cc1S(=O)(=O)N1CCOc2ccc(Cl)cc21,0.0,?,3,4,.,0.6,14,-14
Cc1cc2nc(-c3ccccc3)cc(=O)n2[nH]1,-0.1,4,-1,11,0.8,-0.4,13,-5
NC(=O)C1(N2CCCCC2)CCN(C(=O)c2cccs2)CC1,0.2,-2,-2,0,.,-0.8,-4,-2
CN(C)S(=O)(=O)Nc1cccc(-c2cn3c(n2)SCC3)c1,0.1,-4,-5,13,.,-1.8,-2,-21
COc1ccc(NC(=O)Nc2ccc3c(c2)C(=O)N([C@H](C)CO)C[C@H](C)[C@H](CN(C)Cc2ccc(Cl)c(Cl)c2)OCCCC[C@H](C)O3)cc1,0.0,-26,-3,1,0.3,-1.6,-6,17
O=C(CSc1nnc(NC(=O)C2CC2)s1)Nc1cccc(F)c1,0.5,4,-2,-3,-0.1,-1.5,16,-25
COc1ccc(-c2noc(CCCC(=O)NC3CCCCC3)n2)cc1,0.4,-4,-2,-7,.,-1.1,2,-3
C[C@@H]1CN([C@@H](C)CO)C(=O)c2cc(NC(=O)Nc3ccc(F)cc3)ccc2O[C@@H](C)CCCCO[C@@H]1CN(C)S(=O)(=O)c1cccs1,0.1,-12,2,-2,0.4,-1.5,11,-17
COc1ccc(CCNC(=O)c2cccs2)cc1,0.0,1,-2,1,-0.7,-0.2,-18,3
COc1ccc([C@H]2C=C(C(=O)O)O[C@@H](OCCCCO)C2)cc1,0.4,14&3,3&4,1&-1,-0.2,-1.9&0.1,6,-8&-1
Cc1cc(C)c(C#N)c(N2CCN(c3ccc(F)cc3)CC2)n1,0.0,-3,4,-5,0.2,0.2,-22,-26
O=C(Cc1ccccn1)NCC[C@@H]1CC[C@H](NS(=O)(=O)c2ccccc2)[C@@H](CO)O1,-0.7,-9,0,-5,0.0,-3.8,3,-24
CCCCNc1ccc(C(CC(N)=O)NC(=O)Cc2ccc(Br)cc2)cc1[N+](=O)[O-] (stereo not drawn),0.0,-15,3,-12,-0.1,0.7,-1,-327
Cc1ccc(NC(=O)CN(C)C(=O)c2ccccc2Sc2ccccc2C#N)cc1,0.2,-5,3,12,-4.1,-2.4,-37,6
C[C@H]1CN([C@@H](C)CO)C(=O)Cc2cc(NC(=O)CCC(F)(F)F)ccc2O[C@H]1CN(C)S(=O)(=O)c1ccc(F)cc1,-1.3&0.1,16,0&1,-1&6,0.4&1.7,-0.8&0.1,2,-1&-25

# Part of the list above with just RAD54 inh, CASP6 VEID inh and CFTR F508del cor.
mol | RAD54 inh | CASP6 VEID inh | CFTR F508del cor
COc1ccc(-c2noc(CCCC(=O)NC3CCCCC3)n2)cc1 | -7 | -2 | -1.1
C[C@@H]1CN([C@@H](C)CO)C(=O)c2cc(NC(=O)Nc3ccc(F)cc3)ccc2O[C@@H](C)CCCCO[C@@H]1CN(C)S(=O)(=O)c1cccs1 | -2 | 2 | -1.5

# Next part
SMILES,Xi reactivation,DENV2 CPE,CASP6 VEID inh,RAD54 inh,E-selectin induc,CFTR F508del cor,INS-1E GSIS act,RAD52 anneal inh
O=C(C1CC(=O)N(C2CCCCC2)C1)N1CCN(c2ccccc2)CC1 (stereo not drawn),0.1,?,-5,0,-0.7,-0.1,-6,-9
CN1[C@H](C(=O)NC2CCCCC2)[C@@H](CO)[C@@H]2Cn3c(ccc(-c4cccc(F)c4)c3=O)[C@@H]21,0.3,5,0,7,0.0,2.2,0,-80
COc1ccc(Cn2c(CCC(=O)NCCC(C)C)nc3ncccc3c2=O)cc1,0.3,3,5,.,-0.1,1.0,3,-15
COc1ccc(CNC(=O)CN(C(=O)c2csnn2)c2ccccc2F)cc1,0.1,-2,4,1,.,-1.3,3,-5
CN1C(=O)c2cc(NC(=O)c3ccc(F)c(F)c3)ccc2OC[C@@H]2O[C@H](CC(=O)N[C@@H]3CCN(Cc4ccccc4)C3)CC[C@@H]21,0.0&0.1,-3,-5,2,-0.1,.,-14&-19,1
CC1CCCC(C)N1/N=C/c1cccc([N+](=O)[O-])c1 (stereo not drawn),0.0,3,0,-3,0.0,-2.8,2,-6
CCOC(=O)C1=C(CNCCc2ccc(Cl)cc2)NC(=O)NC1c1cccc([N+](=O)[O-])c1 (stereo not drawn),0.0,0,7,.,1.6,-0.9,-2,-12
CCOc1ccc(-n2c(=S)sc3c(=O)n(-c4ccc(F)cc4)c(SCC(=O)O)nc32)cc1,0.0,-8,5,-16,0.0,2.7,19,-15
CCOc1ccc(NC(=O)COc2ccc(S(=O)(=O)N3CCOCC3)cc2)cc1,0.1,?,2,-13,0.0,-4.4,-3,-3
COc1ccc(C(=O)Nc2nnc([C@@H]3C[C@H](O)[C@@H](CO)O3)s2)cc1,0.2,-8,2,9,0.0,-1.3,-3,-7
Cc1ccc(NC(=S)N2CCC(N(C)CC3CCCO3)CC2)cc1C (stereo not drawn),-0.1,-2,-10,0,1.6,0.5,10,-7
C[C@@H]1CN([C@H](C)CO)C(=O)Cc2cc(NC(=O)Nc3cccc4ccccc34)ccc2O[C@H]1CN(C)Cc1ccccc1,0.1,12,1,-6,0.8,0.3,-4,20
CC(=O)N(c1ccc2oc(=O)sc2c1)S(=O)(=O)c1ccc(C(=O)O)cc1,0.2,8,28,-11,.,2.4,30,-13
CCOC(=O)C1(C)CCCN(C(=O)c2ccccc2C(F)(F)F)C1 (stereo not drawn),0.0,.,-3,-15,.,-2.1,.,-8
COc1ccc(Cl)c2sc(N3CCN(C(=O)c4ccco4)CC3)nc12,0.0,104*,8,.,0.4,5.6,18,2
COc1cccc(NC(=S)N2CCC(Cc3ccccc3)CC2)c1,-0.1,18,-2,2,-0.1,1.7,-2,-14
O=C(O)C[C@@H]1C=C[C@@H](NC(=O)c2ccccc2F)[C@H](CO)O1,-0.4,3,-1,1,-0.4,-0.6,24,-15
COc1ccc(-c2cc(NC=O)c3ncc(-c4cccc(C(=O)N(C)C)c4)n3c2)c(OC)c1,-0.1,-9,4,-16,1.7,-0.6,.,-13
Cc1ccc(S(=O)(=O)Nc2ccc3c(c2)C(=O)N([C@@H](C)CO)C[C@@H](C)[C@H](CN(C)C(=O)C2CCCCC2)OCCCC[C@@H](C)O3)cc1,0.2,-14,0,2,-0.1,-3.2,-22,20
Cc1ccc(Cl)cc1N1CCN(C(=O)c2cn(C)c(=O)c3c2c2ccccc2n3C)CC1,.,0,2,-3,.,10*,-44,-5
Cc1cnc(C2OCCO2)c2cccc(N)c12,1.1,-11,60*,-1,.,.,.,10
OCC(O)C1OC(Oc2ccccc2)C(O)C(O)C1O (stereo not drawn),-0.2,6,1,.,0.4,2.5,1,-14
O=C(NC1CCCC1)[C@@H]1[C@@H](CO)[C@@H]2Cn3c(cccc3=O)[C@H]1N2CC1CCCC1,0.4,-1,2,8,-0.1,0.3,7,9
Cc1ccc(-c2ccc(=O)n(CC(=O)NCc3ccc(F)cc3)n2)cc1,0.3,1,3,3,-0.4,-1.6,13,-9
COc1cc(/C=C(/C#N)c2ccccc2F)ccc1OCc1ccccc1,-0.1,0,2,.,-1.8,.,.,-8
O=C(COC(=O)CCCSc1nc2ccccc2[nH]1)Nc1ccc(Oc2ccccc2)cc1,-0.2,-4,2,.,1.6,.,-26,-3
CCCCC1OC23CCCCC2C(C#N)(C#N)C1(C#N)C(=N)O3 (stereo not drawn),-0.1,7,30,-8,.,0.2,-8,-451
Cc1[nH]c2ccccc2c1C(=O)c1c(N)[nH]c(C(=O)c2ccc(Br)cc2)c1-c1ccc(Br)cc1,0.4,-8,0,.,1.5,0.9,10,-16
Cc1noc(C)c1S(=O)(=O)N(C)C[C@H]1Oc2ccc(NC(=O)C3CC3)cc2C(=O)N([C@H](C)CO)C[C@@H]1C,0.0,3,-2,5,-0.1,2.1,-9,-6
Cc1nc(N2CCCCC2)[nH]c(=O)c1CN(C)N=O,0.1,-4,0,-8,3.6,-3.3,-2,-10
Cc1ccc(O)c(/C=N/NC(=O)CN2CCCC2)c1,-0.1,-1,-16,2,.,1.1,.,-19
